OXTR ag: agonists of human oxytocin receptor. 320,000 tested, 0.32% active. CHO-OTR cells, Fluo-8 calcium fluorescence; normalized: DMSO 0%, oxytocin 100%. activation, % at 3 µM. P30559;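 active = activation above the mean of all tested compounds plus 3 SD, cutoff set per screening run, cut at about 20% in these data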;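 also: peak over basal fluorescence ratio from a 100 s FLIPR kinetic read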
Target sequence (P30559 whole entry, looked up): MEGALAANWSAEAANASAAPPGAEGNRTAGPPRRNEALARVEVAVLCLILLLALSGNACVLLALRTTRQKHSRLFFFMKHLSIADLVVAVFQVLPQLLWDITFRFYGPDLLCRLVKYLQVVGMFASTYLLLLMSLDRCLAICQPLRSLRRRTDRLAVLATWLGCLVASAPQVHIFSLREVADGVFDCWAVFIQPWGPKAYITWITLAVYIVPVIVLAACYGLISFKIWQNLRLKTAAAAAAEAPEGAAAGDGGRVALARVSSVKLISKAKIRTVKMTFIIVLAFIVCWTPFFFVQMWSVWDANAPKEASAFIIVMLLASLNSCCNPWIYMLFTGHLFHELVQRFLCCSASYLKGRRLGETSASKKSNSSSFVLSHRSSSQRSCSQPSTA
MEKK2 WT-MEK5: raises or lowers MEK5 binding to wildtype human MEKK2 PB1 domain; binding response (% of control), % at 10 µM; 290,000 tested, 1.1% active; bead flow cytometry, Alexa488-MEK5 binding to MEKK2 WT; actives lie on both sides; AID 1531; in the data active = binding response below about 67% or above about 130%
GPR7 antagonist: human neuropeptides B/W receptor 1 antagonism. GPR7-expressing cells, fluorescence antagonist assay. inhibition, % at 4.4 µM. AID 1861. 290,000 tested, 1.1% active; in the data active = inhibition above about 16%, passing the limit was not always enough;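 also: cells stimulated with the agonist NPW; 0% = agonist with vehicle and 100% = vehicle without agonist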
PfM18AAP inh: blocks P. falciparum M18 aspartyl aminopeptidase; recombinant PfM18AAP, H-Glu-NHMec fluorogenic cleavage; inhibition, % at 7.35 µM; 290,000 tested, 1.2% active;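 active = inhibition above the campaign mean inhibition over all tested compounds plus 3 SD, cut at about 28% in these data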;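 also: 0% = plate median of test compound wells and 100% = 2 mM ZnCl2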
GalR3 antagonist: human GalR3 antagonism; 360,000 tested, 0.44% active; inhibition, % at 3 µM; HEK293 GalR3-CNG cAMP membrane potential fluorescence; galR3 body fused to GalR1 C-terminus; AID 651719; O60755;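 active = inhibition above the screen-wide average plus 3 SD, cut at about 13% in these data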;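 also: forskolin and galanin both at EC90 stimulate the cells; cAMP rise reported by CNG channel membrane potential dye signal; 0% = forskolin plus galanin with DMSO and 100% = forskolin alone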
Target sequence (O60755 1-299 limits assumed): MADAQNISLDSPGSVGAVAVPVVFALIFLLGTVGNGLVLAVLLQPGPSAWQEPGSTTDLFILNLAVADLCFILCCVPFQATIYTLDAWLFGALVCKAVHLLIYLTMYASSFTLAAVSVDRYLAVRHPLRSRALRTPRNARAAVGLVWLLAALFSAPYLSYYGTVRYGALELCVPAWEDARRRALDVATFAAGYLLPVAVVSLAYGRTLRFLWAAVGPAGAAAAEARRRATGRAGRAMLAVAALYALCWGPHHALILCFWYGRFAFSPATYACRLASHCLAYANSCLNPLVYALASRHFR
MEKK2 mut-MEK5: signal of MEK5 binding to mutant human MEKK2 PB1 domain | bead flow cytometry, Alexa488-MEK5 binding to MEKK2 mutant | percent response, % at 10 µM | 290,000 tested, 0.35% active; in the data active = percent response above about 24%, passing the limit was not always enough; also: inactives centre near 1; some results filed as inactive read as strong as hits
NALP1 yeast inh: blocks the NALP1 inflammasome reconstituted in yeast. inhibition, % at 10 µM. 280,000 tested, 0.61% active. S. cerevisiae NALP1/ASC/caspase-1 growth, X-gal OD620, 72 h. AID 2071; in the data active = inhibition mostly above about 24%, no sharp cut-off; inactive = mostly below about 32%; also: some compounds called inactive have numbers as strong as hits
V1R ag counter: V1a receptor agonism, counter-screen for OXTR agonists; P37288; CHO-V1R cells, Fluo-8 calcium fluorescence, agonist mode; 0% DMSO, 100% 3 nM vasopressin; activation, % at 3 µM; 320,000 tested, 0.25% active; AID 2797;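 active = activation above the mean activation of all tested compounds plus 3 SD, per screening run, cut at about 20% in these data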;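 also: signal is peak over basal fluorescence ratio across a 100 second FLIPR read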
OXTR potentiate: potentiates the human oxytocin receptor response; 320,000 tested, 0.061% active; CHO-OTR cells, Fluo-8 calcium fluorescence, potentiator mode; 0% = oxytocin EC15, 100% = EC100; P30559; activation, % at 3 µM;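 active = activation above that plate's cutoff, the mean activation of tested compounds plus 3 SD, cut at about 6.6% in these data, passing the limit was not always enough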;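 also: 100% uses oxytocin at 75 nM as the full agonist control; some results filed as inactive read as strong as hits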
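Dosing: Single dose, 3.0 µM nominal final compound concentration | Material: Human OTR in CHO cells | Technique: Kinetic Fluo-8 calcium fluorescence | Benchmarks: EC15 oxytocin alone as 0%, 75 nM oxytocin as 100% | Probe or stimulus: Oxytocin at about EC15, sub-maximal agonist stimulus | Incubation: Compound 6 min at room temperature before oxytocin, 100 s read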
The depositor's hits bear a star; x = no result given.

No.	molecule	OXTR ag	MEKK2 WT-MEK5	GPR7 antagonist	PfM18AAP inh	GalR3 antagonist	MEKK2 mut-MEK5	NALP1 yeast inh	V1R ag counter	OXTR potentiate
1	COc1ccc(/C=C2\SC(=S)N(CC(=O)OCC(=O)Nc3ccc([N+](=O)[O-])cc3OC)C2=O)cc1	x	99	-3	21	1	3	22	x	x
2	Cc1ccc(/C=C/C(=O)Nc2ccc(S(=O)(=O)Nc3ncccn3)cc2)cc1	0.0	102	6	-2	13*	-1	3	0.0	-13
3	CCCCc1cc2c(c(NC(=O)CC)n1)c(=O)oc1ccccc12	x	93	-15	0	3	-8	16	x	x
4	Cc1nn(-c2ccccc2)c(C)c1/C=N/NC(=O)c1cc(-c2ccccc2)n[nH]1	-1.5	99	9	6	4	3	x	0.6	-12
5	CC(C)CN(C(=O)COC(=O)CNC(=O)c1ccccc1F)c1c(N)n(Cc2ccccc2)c(=O)[nH]c1=O	0.6	x	x	x	0	x	x	0.2	-13
6	COc1cc2c(=O)n(Cc3ccccc3)c(=O)n(CC(=O)NCC3CCCO3)c2cc1OC (stereo unspecified)	1.2	96	6	-7	-9	3	-12	0.4	-1
7	CC(C)(C)OC(=O)N1CCC(C(=O)N[C@H](Cc2ccccc2)C(=O)O)CC1	-0.4	99	-13	-3	-2	-1	x	0.1	-4
8	N#Cc1c(/N=C/c2cccs2)sc2c1CCC2	-1.7	99	-7	9	-3	0	23	-0.6	-13
9	Cc1ccc(C)c(Nc2c(F)c(F)c(F)c(F)c2C(=O)O)c1	-0.3	113	-6	0	-5	0	-6	-0.8	-8
10	CCCN(CCC)CC(O)CN(c1cc([N+](=O)[O-])ccc1OC)S(=O)(=O)c1ccccc1 (stereo unspecified)	-0.7	x	18	0	-7	x	16	1.4	-8
11	Cn1nc(N)c2c(-c3ccccc3)c(C#N)c(N)nc21	-0.6	98	-6	-8	-12	-2	21	0.1	-2
12	CCN(CC)CCN(C(=O)c1ccc(CN2CCCCC2)o1)C(C(=O)NC1CCCCC1)c1ccc(F)cc1 (stereo unspecified)	0.4	98	-3	2	-6	-11	17	-0.2	-3
13	COc1cc(NC(=O)c2ccccc2-c2ccccc2)cc(OC)c1OC	-2.0	105	-13	-6	x	3	0	-0.3	-16
14	COc1ccc(OCC(=O)NCCC2=CCCCC2)c([N+](=O)[O-])c1	-1.8	104	3	6	-2	2	-5	-0.3	-12
15	O=C(NCC(c1ccco1)N1CCCCC1)c1ccc(NS(=O)(=O)c2ccc(F)cc2)cc1 (stereo unspecified)	0.4	112	4	-7	-2	12	6	1.2	-4
16	O=C1C=C(Nc2ccc(Cl)cc2Cl)CC(c2ccco2)C1 (stereo unspecified)	0.0	103	2	7	2	7	11	0.2	0
17	Cc1snnc1C(=O)NC(=S)Nc1ccccc1	1.1	98	-12	-1	-4	0	8	-0.9	-4
18	O=C(CC1CCCC1)N1CCN(S(=O)(=O)c2ccccc2)CC1	0.6	x	x	x	-3	x	x	0.1	1
19	O=C1CCC(C(=O)N2CCCCCC2)CN1Cc1cccc(C(F)(F)F)c1 (stereo unspecified)	2.6	107	-11	-4	-9	2	14	2.0	-6
20	NS(=O)(=O)c1ccc(CCNC(=O)COC(=O)C2CCC2)cc1	1.5	104	38*	7	-7	2	21	2.2	5
21	COc1ccc(N2C(=O)/C(=C/N(C)C)NC2=S)cc1	-0.4	102	-12	80*	-6	7	0	-0.6	-9
22	O=C(c1ccc(F)cc1)C1CCN(C(=S)Nc2ccccc2Cl)CC1	0.1	104	-4	1	0	3	-5	0.5	-1
23	Cc1ccc2nc(Nc3ccc(C)c(Cl)c3)c3nncn3c2c1	1.3	97	-11	9	-5	1	28	1.2	-2
24	Cc1ccc(Cn2c(SCc3cccnc3)nc3c2c(=O)n(C)c(=O)n3C)cc1	-0.3	103	3	-2	-3	2	10	0.9	8
25	COCC(=O)N1CCC(Oc2ccc(C(=O)NCc3csc(C(C)C)n3)cc2)CC1	0.6	107	-11	-2	0	4	-2	0.2	1
26	Cc1cc(NC(=O)C(C)Oc2ccc(Cl)cc2Cl)no1 (stereo unspecified)	-1.7	104	2	-2	-8	2	14	0.2	-1
27	CCN(CC(=O)Nc1ccc([N+](=O)[O-])cc1OC)c1ccccc1	-1.7	93	4	-1	0	-5	1	-0.7	-5
28	CC(Oc1ccccc1F)C(=O)NNC(=O)CCS(=O)(=O)c1ccccc1Cl (stereo unspecified)	-0.5	x	x	x	1	x	x	0.8	-1
29	C/C(=C\c1ccc2c(c1)OCO2)C1Nc2cccc3cccc(c23)N1	-1.1	x	x	x	-9	x	x	-0.7	-7
30	Cc1ccc(NC(=S)NC(NC(=O)c2ccco2)C(Cl)(Cl)Cl)cc1 (stereo unspecified)	10	100	7	1	-3	5	16	6.8	-21
31	CCc1nn(CC(=O)NC(C)CCc2ccccc2)c(=O)c2cc3cc(F)ccc3n12 (stereo unspecified)	-0.1	97	-2	-4	0	2	17	1.0	0
32	COC(=O)C1CCN(C(=O)COC(=O)[C@@H]2CC(O)CN2S(=O)(=O)c2ccc3c(c2)OCCO3)CC1 (stereo partly specified)	0.1	106	-12	-2	-5	0	14	0.0	-4
33	COc1ccc(O)c(CN2CCCC(C(=O)Nc3cccc(-n4cccn4)c3)C2)c1 (stereo unspecified)	x	112	-4	8	0	7	-2	x	x
34	COc1ccccc1C1NC(=O)NC(C)=C1C(=O)Nc1cccc(C)c1C (stereo unspecified)	0.9	115	-3	-10	3	11	7	-0.4	-2
35	CN(CC(=O)Nc1cccc(F)c1)C(=O)c1ccc(OCc2ccccc2)cc1	12	x	x	x	-2	x	x	9.9	-13
36	Cc1cc2cc(CNC(=O)c3cccc([N+](=O)[O-])c3)ccc2[nH]1	2.5	98	0	-2	x	-1	18	4.9	-9
37	Brc1ccccc1-c1nnc(-c2cccnc2)o1	-1.1	104	-9	-1	-4	3	0	0.3	0
38	COC(=O)C(Cc1ccc(O)cc1)N1Cc2ccccc2C1=O (stereo unspecified)	3.9	102	-2	-5	-7	-1	-1	3.4	-5
39	O=C(NCCc1ccc(Cl)cc1)c1cc2ccccn2n1	-0.9	93	-1	-14	-2	-4	x	0.6	-2
40	CCOC(=O)c1cnc(SCC(=O)N2CCc3ccccc32)nc1N	0.3	91	-12	11	-6	-4	2	0.1	-4
41	Cc1ccc(C(=O)N/C(=C/C=C/c2ccccc2)C(=O)NCc2ccco2)cc1	-2.6	92	-12	7	-5	-7	12	-0.5	-13
42	Cc1cc(Cl)ccc1Oc1nc(-c2ccccc2)ncc1S(C)(=O)=O	0.1	105	-9	-10	0	1	22	0.9	-8
43	COc1cc2c(cc1OC)C(c1cc3cc4c(cc3[nH]c1=O)OCO4)N(C(=O)C1CC1)CC2 (stereo unspecified)	-1.1	106	-4	-9	-3	-5	-11	0.8	2
44	COc1ccc(CCNC(=O)c2cc(-c3cc(C)c(C)cc3O)n[nH]2)cc1OC	2.0	100	-9	10	-6	0	20	4.3	-19
45	CC(C)(C)c1ccc(OCC(=O)NCc2ccco2)c(Br)c1	-1.5	97	-6	4	6	6	28	-1.0	3
46	CCCn1nnc(NC(=O)COc2cc(C)ccc2C(C)C)n1	-2.3	112	-2	-8	-14	1	x	1.5	1
47	CN1CCN(CC(O)COCc2ccc3c(c2)OCO3)CC1 (stereo unspecified)	0.8	93	-6	-7	0	1	-8	0.1	-11
48	CC(C(=O)N1CCc2ccccc21)N1CCN(S(=O)(=O)c2cccs2)CC1 (stereo unspecified)	2.3	x	x	x	-3	x	x	1.2	-6

Entries of single compounds, looked up by structure.
Entry for COc1ccc(CCNC(=O)c2cc(-c3cc(C)c(C)cc3O)n[nH]2)cc1OC → OXTR ag: 2.0; MEKK2 WT-MEK5: 100; GPR7 antagonist: -9; PfM18AAP inh: 10; GalR3 antagonist: -6; MEKK2 mut-MEK5: 0; NALP1 yeast inh: 20; V1R ag counter: 4.3; OXTR potentiate: -19
Entry for Cc1cc(Cl)ccc1Oc1nc(-c2ccccc2)ncc1S(C)(=O)=O → OXTR ag: 0.1; MEKK2 WT-MEK5: 105; GPR7 antagonist: -9; PfM18AAP inh: -10; GalR3 antagonist: 0; MEKK2 mut-MEK5: 1; NALP1 yeast inh: 22; V1R ag counter: 0.9; OXTR potentiate: -8

(continued)
No.	molecule	OXTR ag	MEKK2 WT-MEK5	GPR7 antagonist	PfM18AAP inh	GalR3 antagonist	MEKK2 mut-MEK5	NALP1 yeast inh	V1R ag counter	OXTR potentiate
49	OC1CCN(c2c3c(nc4cc(-c5cccc(F)c5)nn24)CCCC3)CC1	-1.2	97	7	0	-1	0	10	-0.9	-10
50	CCCCCC1CCC(c2nnc(SCC(C)=O)o2)CC1 (stereo unspecified)	-0.8	99	-9	3	1	0	9	0.6	-13
51	Cc1ccc(-c2ccc(/C=N/NC(=O)c3ccccc3O)o2)cc1	0.1	72	2	7	x	-20	20	0.2	-6
52	COc1ccc(S(=O)(=O)Nc2ccccc2C(=O)NCc2cccnc2)cc1OC	0.6	100	9	-2	-5	3	2	1.7	-3
53	O=c1ccccn1Cc1c(F)cccc1Cl	0.5	100	-10	3	-3	5	3	-0.7	-5
54	COc1ccccc1CN1C[C@@H]2C[C@@H](c3ccc4nsnc4c3)N3CCC[C@@]23C1=O	-0.6	106	-16	3	-3	10	9	-0.3	-3
55	CCOC(=O)C1(Cc2ccccc2)CCCN(C(=O)c2cnn(CC)c2)C1 (stereo unspecified)	0.7	100	4	-3	-7	-1	-2	0.0	1
56	COc1cc2c(=O)n(CCC(=O)NCC3CCCO3)c(=O)n(CC(=O)Nc3ccc(F)cc3)c2cc1OC (stereo unspecified)	-0.2	105	-2	-4	-7	3	8	-0.4	-6
57	O=c1oc(-c2cccs2)nc2sc3c(c12)CCCC3	-0.6	95	-15	1	-2	-1	-2	-0.4	0
58	O=C(COC(=O)c1ccc(O)cc1O)Nc1cc(-c2ccccc2)nn1-c1ccccc1	3.3	x	x	x	1	x	x	3.2	-18

Rows were taken by chance (roughly 4.1% active in at least one column).
